NCI-60 one-dose screen, 48 h, at 10 µM unless noted. Numbers give growth in % (100 = growth as untreated, 0 = no growth, -100 = all killed).
NCI/ADR-RES – NCI/ADR-RES ovarian cells | hit rate 4.4% among 81,000
SK-OV-3 – SK-OV-3 ovarian cancer cells. hit rate 3.2% among 80,000. AID 1794785
IGROV1 – IGROV1 ovarian cancer; hit rate 4.7% among 79,000
NCI-H23 – NCI-H23 lung cancer; hit rate 4% among 80,000
NCI-H226 – NCI-H226 lung cancer. hit rate 3.5% among 79,000
NCI-H522 – NCI-H522 lung cancer | hit rate 8% among 78,000
NCI-H460 – NCI-H460 lung cancer. hit rate 6.8% among 82,000. AID 1794736
NCI-H322M – NCI-H322M lung cancer; hit rate 2.7% among 80,000
OVCAR-4 – OVCAR-4 ovarian cancer cells; hit rate 3.7% among 80,000; AID 1794784
* hit, by the source's call. Rule for the calls: active = growth percent below 10; inactive = the rest.

Screening O=C(COc1ccc(Cl)cc1Cl)Oc1coc(CSc2nc3ccccc3s2)cc1=O returned NCI/ADR-RES 104, SK-OV-3 102, IGROV1 64, NCI-H23 95, NCI-H226 94, NCI-H522 75, NCI-H460 101, NCI-H322M 114 and OVCAR-4 99.
`CC(=O)CCN1CCOCC1` gave NCI/ADR-RES 96, SK-OV-3 108, IGROV1 111, NCI-H23 96, NCI-H226 107, NCI-H522 106, NCI-H460 104, NCI-H322M 114 and OVCAR-4 126.
Screening CC(=O)c1c(O)cc2c3c1OC(C)(C)C1CCC(C)(CC31)O2 (stereo unspecified) returned NCI/ADR-RES 90, SK-OV-3 98, IGROV1 96, NCI-H23 100, NCI-H226 86, NCI-H522 102, NCI-H460 108, NCI-H322M 98 and OVCAR-4 90.
`CC(CS)CS` gave NCI/ADR-RES 105, SK-OV-3 91, IGROV1 112, NCI-H23 89, NCI-H226 93, NCI-H522 86, NCI-H460 104, NCI-H322M 102 and OVCAR-4 115.
Screening C[C@@H]1CC[C@@H]2[C@@H]1[C@H](OC(=O)/C=C/c1ccccc1)[C@]1(C3CCCCC3)C[C@@H](OC(=O)CO)[C@@]2(C)O1 returned NCI/ADR-RES 51, SK-OV-3 81, IGROV1 81, NCI-H23 82, NCI-H226 68, NCI-H522 66, NCI-H460 68, NCI-H322M 93 and OVCAR-4 75.
Cc1ccccc1Nc1ncnc2[nH]ncc12 was read as NCI/ADR-RES 109, SK-OV-3 100, IGROV1 113, NCI-H23 98, NCI-H226 97, NCI-H522 74, NCI-H460 117, NCI-H322M 128 and OVCAR-4 119.
`CC(=O)c1c(C)[nH]c(-c2nc3ccc(N4CCN(C)CC4)cc3[nH]2)c1-c1ccc(N(C)C)cc1` gave NCI/ADR-RES 34, SK-OV-3 13, IGROV1 16, NCI-H23 40, NCI-H226 47, NCI-H522 42, NCI-H460 53, NCI-H322M 41 and OVCAR-4 37.
For COc1ccc2c(c1)CCC(c1nc3ccc(C)cc3[nH]c1=O)C2=O (stereo unspecified) the results were NCI/ADR-RES 97, SK-OV-3 90, IGROV1 91, NCI-H23 91, NCI-H226 80, NCI-H522 84, NCI-H460 102, NCI-H322M 93 and OVCAR-4 99.
For N#Cc1nc(-c2cccs2)oc1N1CCN(S(=O)(=O)c2ccccc2)CC1 the results were NCI/ADR-RES 95, SK-OV-3 112, IGROV1 105, NCI-H23 92, NCI-H226 94, NCI-H522 94, NCI-H460 100, NCI-H322M 100 and OVCAR-4 97.
Screening CCCC[n+]1c(/C=C\c2c(OC)cc(OC)cc2OC)ccc2ccccc21 returned NCI/ADR-RES 77, SK-OV-3 -14*, IGROV1 9.7*, NCI-H23 -4.1*, NCI-H226 9.8*, NCI-H522 -73*, NCI-H460 -43*, NCI-H322M 4.8* and OVCAR-4 9.1*.
Screening CC(C)CC(C(=O)O)N1C(=O)/C(=C\c2ccc(-c3ccc(Cl)cc3)o2)SC1=S (stereo unspecified) returned NCI/ADR-RES 106, SK-OV-3 104, IGROV1 81, NCI-H23 96, NCI-H522 95, NCI-H460 101, NCI-H322M 99 and OVCAR-4 93.
CC(C)Cn1c(O)c(N=Nc2nc(-c3cc4ccccc4oc3=O)cs2)c2ccccc21 was read as NCI/ADR-RES 109, SK-OV-3 118, IGROV1 116, NCI-H23 96, NCI-H226 105, NCI-H522 101, NCI-H460 115, NCI-H322M 109 and OVCAR-4 111.
Screening COc1cc2c(c(OC)c1OC)-c1ccc(SC)c(=O)cc1[C@@H](NC1OC(CO)C(O)C(O)C1O)CC2 (stereo partly specified) returned NCI/ADR-RES 7.2*, SK-OV-3 1.3*, IGROV1 15, NCI-H23 30, NCI-H226 43, NCI-H522 -17*, NCI-H460 3.1*, NCI-H322M 33 and OVCAR-4 68.
For Cn1c(=O)c2[nH]c(CN)nc2n(C)c1=O the results were NCI/ADR-RES 102, SK-OV-3 103, NCI-H23 104, NCI-H226 104, NCI-H522 112, NCI-H460 108, NCI-H322M 108 and OVCAR-4 119.
Screening N#C/C(=C/c1cccc(Oc2ccccc2)c1)c1ccccc1 returned NCI/ADR-RES 98, SK-OV-3 111, IGROV1 91, NCI-H23 94, NCI-H226 100, NCI-H522 66, NCI-H460 107, NCI-H322M 86 and OVCAR-4 90.
Screening CCOC(=O)CSc1c(-c2ccccc2)c2cc(Cl)ccc2[nH]c1=O returned NCI/ADR-RES 84, SK-OV-3 107, IGROV1 99, NCI-H23 101, NCI-H522 91, NCI-H460 101, NCI-H322M 95 and OVCAR-4 89.
`O=c1nc2s/c(=C\c3ccccc3Cl)c(=O)n2c2nc(-c3ccccc3)c(-c3ccccc3)nc12` gave NCI/ADR-RES 98, SK-OV-3 107, IGROV1 95, NCI-H23 107, NCI-H226 98, NCI-H522 94, NCI-H460 102, NCI-H322M 100 and OVCAR-4 96.
Screening COc1ccc(C2CC(=O)N(c3cc(OC)c(OC)c(OC)c3)C3=NC(=O)N(C)C32)cc1 (stereo unspecified) returned NCI/ADR-RES 103, SK-OV-3 97, IGROV1 111, NCI-H23 101, NCI-H522 94, NCI-H460 106, NCI-H322M 104 and OVCAR-4 112.
Screening CC(=O)N(C)c1cc(Cl)ccc1O returned NCI/ADR-RES 97, SK-OV-3 116, NCI-H23 95, NCI-H226 102, NCI-H522 95, NCI-H460 106, NCI-H322M 110 and OVCAR-4 108.
For CCCCCCCCOc1cc(/C=N/Nc2cc(C)nc3ccc(Cl)cc23)cc(OCCCCCCCC)c1OCCCCCCCC the results were NCI/ADR-RES 103, SK-OV-3 109, IGROV1 94, NCI-H23 97, NCI-H226 106, NCI-H522 101, NCI-H460 105, NCI-H322M 113 and OVCAR-4 99.
For O=C(NNC(=S)Nc1ccccc1)c1ccncc1 the results were NCI/ADR-RES 105, SK-OV-3 118, IGROV1 106, NCI-H23 102, NCI-H226 105, NCI-H522 97, NCI-H460 118, NCI-H322M 108 and OVCAR-4 116.
Cc1ccc(-c2cc(C(=O)Nc3ccc(S(=O)(=O)N4CCCCC4)cc3)[nH]n2)c(O)c1 was read as NCI/ADR-RES 60, SK-OV-3 94, IGROV1 69, NCI-H23 55, NCI-H226 76, NCI-H522 72, NCI-H460 52, NCI-H322M 89 and OVCAR-4 38.
CC(Nc1ccc2c(c1)C(=O)c1ccccc1C2=O)C(=O)Nc1ccc2c(c1)C(=O)c1ccccc1C2=O (stereo unspecified) was read as NCI/ADR-RES 75, SK-OV-3 87, IGROV1 46, NCI-H23 76, NCI-H226 108, NCI-H522 63, NCI-H460 86, NCI-H322M 90 and OVCAR-4 71.
CC(CCc1ccccn1)C(=O)C(C)CCc1ccccn1 (stereo unspecified) was read as NCI/ADR-RES 106, SK-OV-3 106, IGROV1 87, NCI-H23 107, NCI-H226 99, NCI-H522 85, NCI-H460 111, NCI-H322M 101 and OVCAR-4 102.

Some of these compounds in order of length of the SMILES, low to high.
For Cn1c(=O)c2[nH]c(CN)nc2n(C)c1=O the results were NCI/ADR-RES 102, SK-OV-3 103, NCI-H23 104, NCI-H226 104, NCI-H522 112, NCI-H460 108, NCI-H322M 108 and OVCAR-4 119.
CC(CCc1ccccn1)C(=O)C(C)CCc1ccccn1 (stereo unspecified) was read as NCI/ADR-RES 106, SK-OV-3 106, IGROV1 87, NCI-H23 107, NCI-H226 99, NCI-H522 85, NCI-H460 111, NCI-H322M 101 and OVCAR-4 102.
Screening COc1ccc(C2CC(=O)N(c3cc(OC)c(OC)c(OC)c3)C3=NC(=O)N(C)C32)cc1 (stereo unspecified) returned NCI/ADR-RES 103, SK-OV-3 97, IGROV1 111, NCI-H23 101, NCI-H522 94, NCI-H460 106, NCI-H322M 104 and OVCAR-4 112.
Cc1ccc(-c2cc(C(=O)Nc3ccc(S(=O)(=O)N4CCCCC4)cc3)[nH]n2)c(O)c1 was read as NCI/ADR-RES 60, SK-OV-3 94, IGROV1 69, NCI-H23 55, NCI-H226 76, NCI-H522 72, NCI-H460 52, NCI-H322M 89 and OVCAR-4 38.

More structures.
For C/C(Cc1ccc(Cl)cc1)=C(/c1ccc(Cl)cc1)c1ccc(OCCN2CCCCC2)cc1 the results were NCI/ADR-RES 92, SK-OV-3 100, IGROV1 86, NCI-H23 95, NCI-H226 99, NCI-H522 83, NCI-H460 95, NCI-H322M 87 and OVCAR-4 82.
`CC(C)NCCCNC1=C(Cl)C(=O)c2ccccc2C1=O` gave NCI/ADR-RES 91, SK-OV-3 107, IGROV1 -51*, NCI-H23 16, NCI-H226 93, NCI-H522 92, NCI-H460 87, NCI-H322M 105 and OVCAR-4 84.
CON=C1CCC(C(C)(C)C)CC1 (stereo unspecified) was read as NCI/ADR-RES 116, SK-OV-3 107, IGROV1 108, NCI-H23 114, NCI-H226 94, NCI-H522 101, NCI-H460 105, NCI-H322M 104 and OVCAR-4 122.
Screening ClCC1CSC(c2ccccc2)O1 (stereo unspecified) returned NCI/ADR-RES 109, SK-OV-3 95, IGROV1 98, NCI-H23 100, NCI-H226 95, NCI-H522 90, NCI-H460 107, NCI-H322M 86 and OVCAR-4 109.
O=C(Nc1ccccc1O)c1ccc(CNC(=O)c2ccsc2Nc2ccnc(C(F)(F)F)c2)cc1 was read as NCI/ADR-RES 8.1*, SK-OV-3 49, IGROV1 32, NCI-H23 13, NCI-H226 38, NCI-H522 -24*, NCI-H460 26, NCI-H322M 46 and OVCAR-4 47.
Screening O=C(COc1ccc(-c2nc3ccccc3[nH]2)cc1)N=Nc1c(O)[nH]c2ccc(Cl)cc12 returned NCI/ADR-RES 107, SK-OV-3 103, IGROV1 88, NCI-H23 87, NCI-H226 97, NCI-H522 94, NCI-H460 31, NCI-H322M 101 and OVCAR-4 61.
Screening CCNCc1ccncc1 returned NCI/ADR-RES 106, SK-OV-3 95, IGROV1 111, NCI-H23 105, NCI-H226 103, NCI-H522 91, NCI-H460 102, NCI-H322M 104 and OVCAR-4 98.
Screening COc1ccc(Nc2nnc(-c3csc(N)n3)s2)cc1 returned NCI/ADR-RES 116, SK-OV-3 98, IGROV1 100, NCI-H23 100, NCI-H226 100, NCI-H522 90, NCI-H460 104, NCI-H322M 99 and OVCAR-4 106.
For Cc1ccc(S(=O)(=O)Nc2ccc([N+](=O)[O-])cc2)cc1 the results were NCI/ADR-RES 88, SK-OV-3 103, IGROV1 69, NCI-H23 94, NCI-H226 93, NCI-H522 87, NCI-H460 111, NCI-H322M 125 and OVCAR-4 100.
`Cc1cc([N+](=O)[O-])c2ccccc2c1N` gave NCI/ADR-RES 98, SK-OV-3 76, IGROV1 96, NCI-H23 87, NCI-H226 79, NCI-H522 71, NCI-H460 86, NCI-H322M 94 and OVCAR-4 99.
`COCc1c(C#N)c(Cl)nc(C)c1[N+](=O)[O-]` gave NCI/ADR-RES 99, SK-OV-3 83, IGROV1 101, NCI-H23 96, NCI-H226 105, NCI-H522 88, NCI-H460 106, NCI-H322M 99 and OVCAR-4 114.
`Cc1oc2ccccc2[n+]1C` gave NCI/ADR-RES 101, SK-OV-3 111, IGROV1 110, NCI-H23 97, NCI-H226 101, NCI-H522 104, NCI-H460 108, NCI-H322M 106 and OVCAR-4 110.
For CCN(CC)CCCNc1c2ccc(Cl)cc2nc2ccc(OC)cc12 the results were NCI/ADR-RES 0.5*, SK-OV-3 3.9*, IGROV1 6.6*, NCI-H23 -35*, NCI-H226 -6.4*, NCI-H522 -52*, NCI-H460 1.7*, NCI-H322M -19* and OVCAR-4 -35*.
Screening C#CCOC(=O)[C@@H]1CCCN1C(=O)OC(C)(C)C returned NCI/ADR-RES 101, SK-OV-3 105, IGROV1 106, NCI-H23 100, NCI-H226 97, NCI-H522 104, NCI-H460 104, NCI-H322M 97 and OVCAR-4 105.
Screening COC(=O)c1cc(=O)nc(NN=C2c3ccccc3-c3ccccc32)s1 returned NCI/ADR-RES 80, SK-OV-3 101, IGROV1 79, NCI-H23 74, NCI-H226 73, NCI-H522 48, NCI-H460 69, NCI-H322M 93 and OVCAR-4 65.
